Pf Dd2 growth: blocks growth of Plasmodium falciparum Dd2 parasites; P. falciparum Dd2 growth, SYBR Green, 72 h; hits give low values; activity change, % at 10 µM; hit rate 2.3% among 94,000; AID 1159554; in the data active = activity change below about -80%; inconclusive = no clear call, values can overlap the other calls
T cruzi growth: inhibitors of T. cruzi proliferation | AID 624255 | hit rate 5.9% among 77,000 | inhibition, % at 8.34 µM | T. cruzi beta-gal in NIH3T3, GalScreen luminescence, 90 h;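 active = mean inhibition above about 93%, with at least 55% of replicates each passing it, limit read from the data, passing the limit was not always enough; inconclusive = only one of those two conditions holds; inactive = neither condition holds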
C diff growth: inhibitors of Clostridium difficile growth; Clostridium difficile clinical isolate growth, OD600, 24 h; hits give low values; growth activity, negative = inhibition, % at 16 µg/mL (by protocol); hit rate 0.25% among 86,000;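 active = mean growth activity at or below -80% and every replicate also at or below -80%; inconclusive = mean at or below -80% but some replicate above -80%; inactive = mean growth activity above -80%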;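 note: 0% = DMSO wells and -100% = levofloxacin 16 µg/mL wells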
GASC1 inh: blocks human GASC-1 (KDM4C) demethylase activity | Q9H3R0 | GST-KDM4C 2-372, H3K9me3 peptide, LANCE TR-FRET | inhibition, % at 12.5 µM | hit rate 0.15% among 96,000 | AID 720574;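 active = mean replicate inhibition above about 25%, with at least 55% of replicates also reaching it, limit read from the data, passing the limit was not always enough; inconclusive = only one of those two conditions met; inactive = neither condition met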
Target sequence (Q9H3R0 2-372 limits assumed): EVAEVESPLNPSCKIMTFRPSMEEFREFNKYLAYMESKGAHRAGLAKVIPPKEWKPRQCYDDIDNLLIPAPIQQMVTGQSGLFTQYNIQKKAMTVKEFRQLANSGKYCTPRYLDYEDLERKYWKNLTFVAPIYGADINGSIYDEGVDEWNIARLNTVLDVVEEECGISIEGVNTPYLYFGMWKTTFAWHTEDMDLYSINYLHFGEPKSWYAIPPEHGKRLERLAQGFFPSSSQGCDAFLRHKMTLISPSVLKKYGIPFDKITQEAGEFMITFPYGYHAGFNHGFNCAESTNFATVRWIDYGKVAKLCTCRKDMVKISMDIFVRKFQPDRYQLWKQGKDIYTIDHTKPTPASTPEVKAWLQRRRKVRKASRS
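reagent = H3K9me3 peptide substrate, Fe(II), 2-oxoglutarate | system = GST-tagged GASC-1 (JMJD2C) catalytic fragment, aa 2-372 | amount = enzyme final amount 10 nM | read-out = Fall in 671/618 emission ratio as inhibition | medium = HEPES buffer, pH 7.5, plus ascorbate | schedule = 30 min reaction, 60 min detection, RT | measured by = LANCE TR-FRET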
* marks the source's active call; other numbers are inactive results; ? = inconclusive; . = not tested or not shown; & = joins results of further samples.

SMILES	Pf Dd2 growth	T cruzi growth	C diff growth	GASC1 inh
CO[C@H]1CN(C)C(=O)c2ccc(NC(=O)C3CCOCC3)cc2OC[C@H](C)N(Cc2nccs2)C[C@H]1C	2.8	8.1	.	2.0
CCC(=O)Nc1ccc2c(c1)OC[C@H](C)N(Cc1ccccc1)C[C@H](C)[C@@H](OC)CN(C)C2=O	-13.1	-41.2	-2.2	7.1
CO[C@@H]1CN(C)C(=O)c2cc(NS(=O)(=O)c3ccccc3)ccc2OC[C@H](C)N(Cc2ccccn2)C[C@@H]1C	-19.4	14.8	1.8	0.4
COc1ccc(S(=O)(=O)N[C@H]2CC[C@H](CCNC(=O)c3ccccc3F)O[C@H]2CO)cc1	-1.0	-27.6	0.4	2.7
CCCNC(=O)N1CC2(C1)CN(C(=O)c1ccccc1)[C@H](CO)c1[nH]c3cc(OC)ccc3c12	16.9	.	-1.1	1.9
C[C@@H]1CN([C@H](C)CO)C(=O)c2cc(NC(=O)Nc3ccc(F)cc3)ccc2O[C@@H](C)CCCCO[C@H]1CN(C)C(=O)Nc1ccc(C(F)(F)F)cc1	-35.3	82.8	4.0	0.1
O=C(C[C@@H]1C[C@@H]2c3cc(NC(=O)C4CCC4)ccc3O[C@@H]2[C@H](CO)O1)NCc1ccccn1	22.6	28.2	-6.1	0.4
COc1ccc(NC(=O)Nc2ccc3c(c2)C(=O)N([C@H](C)CO)C[C@@H](C)[C@H](CN(C)S(=O)(=O)c2ccccc2)OCCCC[C@@H](C)O3)cc1	-82.5*	-25.6	-3.8	-1.3
CCNC(=O)C[C@@H]1CC[C@@H]2[C@H](COC[C@@H](O)CN2C(=O)Nc2ccc(Cl)c(Cl)c2)O1	-8.0	4.8	.	1.2
C[C@@H]1CCCCO[C@@H](CN(C)C(=O)CCCN(C)C)[C@H](C)CN([C@@H](C)CO)C(=O)c2cc(NC(=O)Cc3ccccc3)ccc2O1	12.6	3.9	3.5	1.7
C[C@@H]1CCCCO[C@H](CN(C)S(=O)(=O)c2cccs2)[C@H](C)CN([C@H](C)CO)C(=O)c2cc(NC(=O)Cc3ccccc3)ccc2O1	?	54.9	-5.0	0.2
CO[C@H]1CN(C)C(=O)c2ccc(NC(=O)C3CCCC3)cc2OC[C@@H](C)N(CCC(F)(F)F)C[C@@H]1C	-17.3	-72.6	-5.3	0.6
C[C@H](CO)N1C[C@H](C)[C@@H](CN(C)S(=O)(=O)c2cn(C)cn2)Oc2ccc(NC(=O)CCC(F)(F)F)cc2C1=O	19.8	-87.2	.	.
C[C@H]1CN([C@@H](C)CO)C(=O)c2cccc(NC(=O)c3cnccn3)c2O[C@@H]1CN(C)C(=O)Nc1ccccc1	16.2	-14.4	-5.6	1.2
CC(C)NC(=O)N[C@@H]1CC[C@H](CCNS(=O)(=O)Cc2ccccc2)O[C@@H]1CO	16.0	-50.1	.	1.9
CO[C@@H](CN(C)S(=O)(=O)c1cn(C)cn1)[C@@H](C)CN(C(=O)Nc1ccc(F)cc1)[C@H](C)CO	1.9	-2.7	.	-0.3
O=C(c1ccccc1)N1C[C@H]2[C@@H](c3ccccc31)[C@H](CO)N2S(=O)(=O)c1ccccc1	5.5	-15.5	-1.0	-0.6
C[C@H](CO)N1C[C@H](C)[C@H](CN(C)C)Oc2ccc(NC(=O)CCCCCC(=O)Nc3ccccc3N)cc2CC1=O	2.6	.	4.6&-4.8	0.2
Cc1noc(C)c1NC(=O)Nc1ccc2c(c1)C(=O)N([C@@H](C)CO)C[C@@H](C)[C@H](CN(C)Cc1ccc(Cl)c(Cl)c1)O2	6.0	-8.0	-4.7	0.0
C[C@H](CO)N1C[C@H](C)[C@@H](CN(C)C(=O)Nc2ccc3c(c2)OCO3)Oc2ccc(NC(=O)NC3CCCCC3)cc2CC1=O	-5.5	25.3	-2.7	-0.9
COc1ccc(S(=O)(=O)N(C)C[C@@H]2Oc3c(NC(=O)c4cnccn4)cccc3C(=O)N([C@H](C)CO)C[C@@H]2C)cc1	-7.7	32.3	.	-0.1
COCC(=O)N1[C@@H](CO)[C@@H](c2ccc(-c3cccc(F)c3)cc2)C12CN(C(=O)C1CC1)C2	-0.5	.	6.9	-4.7
C[C@H]1CN([C@@H](C)CO)C(=O)c2cc(NC(=O)Nc3cccc4ccccc34)ccc2O[C@@H]1CN(C)Cc1ccc(Oc2ccccc2)cc1	-78.1	125.1*	2.7	-2.0
CCNC(=O)C[C@@H]1CC[C@H](NC(=O)NC2CCCCC2)[C@H](CO)O1	-2.2	11.8	6.1	-1.2
CN(C)c1ccc2c(c1)[C@H]1C[C@H](CC(=O)NCc3ccccc3)O[C@H](CO)[C@H]1O2	-52.8	51.3	.	44.4*
C[C@@H](NC(=O)C[C@@H]1CC[C@H]2[C@@H](COC[C@@H](O)CN2C(=O)Nc2ccccc2)O1)c1ccccc1	-34.5	-49.8	.	-1.7
CO[C@H]1CN(C)C(=O)c2ccc(NC(=O)C3CCOCC3)cc2OC[C@@H](C)N(Cc2cccnc2)C[C@H]1C	12.7	.	.	-2.0
O=C(C[C@@H]1CC[C@H](NC(=O)CN2CCOCC2)[C@H](CO)O1)NCc1cccc(F)c1	10.7	11.2	.	0.7
CN1[C@@H]2c3ccc(-c4ccc(F)cc4)c(=O)n3C[C@@H]2[C@@H](CO)[C@@H]1C(=O)NCCN1CCCCC1	0.5	-6.8	0.6	-0.5
CCCC#Cc1ccc2c(c1)O[C@@H](CN(C)C)[C@@H](C)CN([C@H](C)CO)S2(=O)=O	-0.2	53.7	-0.9	53.2*

4 compounds from above, arranged by their value in GASC1 inh, descending:
canonical_smiles | Pf Dd2 growth | C diff growth | GASC1 inh
O=C(C[C@@H]1CC[C@H](NC(=O)CN2CCOCC2)[C@H](CO)O1)NCc1cccc(F)c1 | 10.7 | . | 0.7
Cc1noc(C)c1NC(=O)Nc1ccc2c(c1)C(=O)N([C@@H](C)CO)C[C@@H](C)[C@H](CN(C)Cc1ccc(Cl)c(Cl)c1)O2 | 6.0 | -4.7 | 0.0
CN1[C@@H]2c3ccc(-c4ccc(F)cc4)c(=O)n3C[C@@H]2[C@@H](CO)[C@@H]1C(=O)NCCN1CCCCC1 | 0.5 | 0.6 | -0.5
C[C@@H](NC(=O)C[C@@H]1CC[C@H]2[C@@H](COC[C@@H](O)CN2C(=O)Nc2ccccc2)O1)c1ccccc1 | -34.5 | . | -1.7

Next section
SMILES	Pf Dd2 growth	T cruzi growth	C diff growth	GASC1 inh
C[C@@H]1CN([C@H](C)CO)C(=O)c2cc(NC(=O)Nc3ccccc3)ccc2O[C@H]1CN(C)C(=O)Nc1ccc2c(c1)OCO2	27.7	17.7	.	0.8
COc1ccc(S(=O)(=O)N(C)C[C@@H]2Oc3ccc(NC(=O)CCCCCC(=O)Nc4ccccc4N)cc3C(=O)N([C@@H](C)CO)C[C@H]2C)cc1	-29.2	.	-5.0	-1.3
C[C@@H]1CN([C@@H](C)CO)C(=O)c2cc(NC(=O)Nc3ccc(C(F)(F)F)cc3)ccc2O[C@@H](C)CCCCO[C@@H]1CN(C)Cc1ccc(C(F)(F)F)cc1	-70.8	95.1*	2.6	-0.3
C[C@@H]1CN([C@H](C)CO)C(=O)c2cc(NS(=O)(=O)c3cccs3)ccc2O[C@@H](C)CCCCO[C@@H]1CN(C)S(=O)(=O)c1ccc(Cl)cc1	.	109.1*	-21.0	0.5
CCCC#Cc1cnc2c(c1)C(=O)N([C@H](C)CO)C[C@H](C)[C@H](CN(C)C(=O)C1CCCCC1)O2	-8.6	68.4	2.7	0.0
COc1ccccc1C(=O)Nc1ccc2c(c1)OC[C@H](C)N(C)C[C@@H](C)[C@@H](OC)CN(C)C2=O	-6.0	59.6	.	-0.2
CO[C@H]1CC[C@H]2CCOc3ccc(C#N)cc3C(=O)N(C)C[C@H](c3ccccc3)CC(=O)N(C)C[C@@H]1O2	.	-13.8	-4.5	0.0
COCC#Cc1ccc([C@@H]2[C@H]3CN(C(=O)C4CCCC4)CC(=O)N3[C@H]2CO)cc1	-30.1	.	11.9	-0.7
O=C(C[C@@H]1CC[C@H]2[C@@H](COC[C@H](O)CN2C(=O)c2ccncc2)O1)NCc1cccc(F)c1	.	-31.9	-0.2&-1.6	-1.6
C[C@H](CO)N1C[C@H](C)[C@@H](CN(C)C(=O)CC2CC2)Oc2ncc(C#CC3(O)CCCC3)cc2C1=O	31.8	41.6	0.5	0.3
Cc1ccc(S(=O)(=O)Nc2cccc3c2O[C@@H](CN(C)C(=O)Nc2ccccc2)[C@@H](C)CN([C@H](C)CO)C3=O)cc1	-8.4	75.1	-3.9	0.7
CN1CCN(C(=O)C[C@H]2C[C@@H]3c4cc(NC(=O)Nc5ccccc5F)ccc4O[C@@H]3[C@@H](CO)O2)CC1	-16.9	4.9	-1.1	-0.2
C[C@@H]1CCCCO[C@@H](CN(C)S(=O)(=O)c2ccc(F)cc2)[C@H](C)CN([C@@H](C)CO)C(=O)c2cc(NC(=O)Nc3ccc(F)cc3)ccc2O1	-44.5	98.4*	-0.4	-1.1
O=C(Cc1ccccn1)NCC[C@H]1CC[C@H](NC(=O)c2ccccc2F)[C@H](CO)O1	17.2	-9.9	.	0.8
COc1ccc(NC(=O)N[C@@H]2CC[C@H](CCNC(=O)c3ccccc3F)O[C@@H]2CO)cc1	-32.2	-3.7	0.4	1.3
C[C@@H]1CN([C@@H](C)CO)C(=O)c2ccccc2-c2ccccc2CO[C@@H]1CN(C)C(=O)c1ccncc1	-16.2	62.4	2.9	-1.2
O=C(c1ccccc1)N1C[C@@H]2[C@H](c3ccccc31)[C@@H](CO)N2C(=O)Nc1ccccc1Cl	0.4	17.3	0.3	-0.8
C[C@@H]1CN([C@H](C)CO)C(=O)Cc2cc(NC(=O)Nc3ccc(C(F)(F)F)cc3)ccc2O[C@H]1CN(C)Cc1ccc(C(F)(F)F)cc1	25.3	58.3	-2.6	2.6
COCC#Cc1ccc2c(c1)O[C@@H](CN(C)Cc1ccccc1F)[C@H](C)CN([C@@H](C)CO)S2(=O)=O	-72.8	22.7	-0.1	-2.0
CCCNC(=O)N1CC2(CCN(C(=O)c3cnccn3)CC2)c2c([nH]c3cc(OC)ccc23)[C@@H]1CO	6.5	.	0.4	-2.5
COc1ccccc1C#Cc1ccc([C@H]2[C@H](CO)N3CCCCN(CCC(F)(F)F)C[C@@H]23)cc1	-74.8	74.9	54.3	-1.8
C[C@H]1CN([C@@H](C)CO)C(=O)c2cccc(NC(=O)Nc3ccc(C(F)(F)F)cc3)c2O[C@@H]1CN(C)C(=O)Nc1ccccc1	-29.7	45.4	100.9	-2.2
COCCNC(=O)C[C@H]1C[C@H]2c3cc(NC(=O)CN(C)C)ccc3O[C@H]2[C@H](CO)O1	27.2	69.4	-5.8	-1.8
CN1C(=O)c2cc(NS(=O)(=O)c3cccc(F)c3)ccc2OC[C@H]2O[C@H](CC(=O)NCCN3CCCCC3)CC[C@@H]21	-14.0	-22.1	-4.8	0.3
CO[C@H]1CN(C)C(=O)c2ccc(NC(=O)c3cc(C)on3)cc2OC[C@@H](C)N(C(=O)C2CC2)C[C@H]1C	.	94.7	.	1.0
O=C(N[C@@H]1CC[C@H](CCNC(=O)C2CCCCC2)O[C@@H]1CO)c1ccccn1	-13.9	-63.1	.	1.0
C[C@H](CO)N1C[C@H](C)[C@@H](CN(C)C(=O)c2ccccc2)OCCCC[C@H](C)Oc2ccc(NC(=O)Cc3ccccc3)cc2C1=O	-37.7	.	5.6	0.4
CCC(=O)N(CC)C[C@H]1[C@H](c2ccc(-c3cccnc3)cc2)[C@@H](CO)N1C(C)=O	4.3	79.1	11.6	0.3
C/C=C/c1ccc2c(c1)O[C@H](CN(C)Cc1ccncc1)[C@@H](C)CN([C@H](C)CO)S2(=O)=O	0.5	107.9*	-5.3	1.4
C[C@@H]1CCCCO[C@H](CN(C)C(=O)Cc2ccccc2)[C@H](C)CN([C@H](C)CO)C(=O)c2cc(NC(=O)Nc3ccc(F)cc3)ccc2O1	-85.3*	103.1*	3.2	-1.2
COc1cccc(NC(=O)N[C@@H]2CC[C@@H](CC(=O)N3CCN(C)CC3)O[C@H]2CO)c1	13.8	25.9	1.3	1.0
C[C@H](CO)N1C[C@H](C)[C@H](CN(C)C(=O)Nc2ccccc2)Oc2ncc(C#Cc3ccccc3)cc2C1=O	-47.5	73.1	17.6	.
COc1cccc(NC(=O)N[C@H]2C=C[C@H](CC(=O)NCc3ccccn3)O[C@@H]2CO)c1	5.0	8.0	6.3	3.2
O=C(C[C@@H]1CC[C@@H]2[C@H](COC[C@@H](O)CN2C(=O)Nc2ccc(Cl)c(Cl)c2)O1)NCc1ccccc1	5.1	59.8	.	-0.5
CO[C@H]1CN(C)C(=O)c2ccc(NS(C)(=O)=O)cc2OC[C@@H](C)N(Cc2cncnc2)C[C@H]1C	4.1	-14.8	.	0.2
COc1cccc(S(=O)(=O)N2C[C@@H](O)COC[C@H]3O[C@H](CC(=O)Nc4ccccc4)CC[C@@H]32)c1	-2.0	68.2	76.6&72.7	-2.3
COc1ccc(NC(=O)N(C)C[C@H]2Oc3cc(-c4ccc(C)cc4)ccc3S(=O)(=O)N([C@@H](C)CO)C[C@@H]2C)cc1	-74.3	126.2*	-1.6	-0.7

Not a hit list; 7.3% or so of the library scored in one or more.
